Compound activity: PubChem BioAssay, several laboratories
PLK1 inh: inhibitors of human PLK1 kinase; recombinant PLK1 kinase, TR-FRET peptide phosphorylation; hit rate 0.53% among 97,000; P53350; inhibition, % at 10 µM; AID 619;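 active = inhibition of 50% or more in the single-concentration screen; inactive = inhibition below 50%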;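 also: 0% = DMSO max control and 100% = H-89 dihydrochloride min control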
Target sequence (P53350 whole entry, looked up): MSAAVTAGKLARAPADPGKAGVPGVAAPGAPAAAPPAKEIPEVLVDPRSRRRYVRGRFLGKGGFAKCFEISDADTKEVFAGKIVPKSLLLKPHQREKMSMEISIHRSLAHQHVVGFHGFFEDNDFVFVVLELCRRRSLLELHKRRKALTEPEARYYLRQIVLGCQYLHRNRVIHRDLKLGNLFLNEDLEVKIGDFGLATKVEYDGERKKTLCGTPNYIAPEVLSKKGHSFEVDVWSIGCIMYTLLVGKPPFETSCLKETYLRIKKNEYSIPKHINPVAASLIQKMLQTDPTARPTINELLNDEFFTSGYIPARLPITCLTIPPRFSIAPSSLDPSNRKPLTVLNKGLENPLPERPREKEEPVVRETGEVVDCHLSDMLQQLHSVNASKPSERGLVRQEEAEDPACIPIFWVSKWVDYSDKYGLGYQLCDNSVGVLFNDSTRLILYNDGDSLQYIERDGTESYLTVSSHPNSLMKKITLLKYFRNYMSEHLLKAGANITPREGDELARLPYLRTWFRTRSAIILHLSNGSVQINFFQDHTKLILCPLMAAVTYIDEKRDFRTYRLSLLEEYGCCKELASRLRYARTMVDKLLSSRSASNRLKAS
CD11b adhes enh: CD11b/CD18-fibrinogen binding enhancement; P05107+P11215; K562 CD11b/CD18 adhesion to fibrinogen, ATPlite luminescence; activation, % at 10 µM; hit rate 0.07% among 93,000;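 active = 10 µM primary screen giving 50% or more activity, confirmed by 40% or more on retest at that dose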; also: strong numbers were not always called active
ERa SRC1 pot: ER-alpha (human) coactivator binding potentiation | P03372 | TR-FRET ERalpha-LBD/SRC-Cy5 coactivator binding, 2 h; 100 = basal binding, no effect | coactivator binding (% of control), % at 25.6 µM | hit rate 1.3% among 86,000; in the data active = activity above about 200%;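 also: binding measured in presence of low estradiol as agonist stimulus; 0% = peptide alone without receptor and 100% = receptor with peptide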
ERb SRC1 inh: ER-beta (human) coactivator binding inhibition; inhibition, % at 25.6 µM; AID 633; hit rate 1.3% among 86,000; TR-FRET ER-beta LBD / SRC1-Cy5 peptide binding; receptor agonist-loaded with 1 µM estradiol; Q92731;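 active = compounds whose percent inhibition of the receptor-coactivator binding signal exceeds about 50% in the single-dose screen, limit read from the data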;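 also: 0% = receptor plus peptide wells without compound and 100% = peptide-only wells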
Target sequence (Q92731 whole entry, looked up, the tested form may be a part): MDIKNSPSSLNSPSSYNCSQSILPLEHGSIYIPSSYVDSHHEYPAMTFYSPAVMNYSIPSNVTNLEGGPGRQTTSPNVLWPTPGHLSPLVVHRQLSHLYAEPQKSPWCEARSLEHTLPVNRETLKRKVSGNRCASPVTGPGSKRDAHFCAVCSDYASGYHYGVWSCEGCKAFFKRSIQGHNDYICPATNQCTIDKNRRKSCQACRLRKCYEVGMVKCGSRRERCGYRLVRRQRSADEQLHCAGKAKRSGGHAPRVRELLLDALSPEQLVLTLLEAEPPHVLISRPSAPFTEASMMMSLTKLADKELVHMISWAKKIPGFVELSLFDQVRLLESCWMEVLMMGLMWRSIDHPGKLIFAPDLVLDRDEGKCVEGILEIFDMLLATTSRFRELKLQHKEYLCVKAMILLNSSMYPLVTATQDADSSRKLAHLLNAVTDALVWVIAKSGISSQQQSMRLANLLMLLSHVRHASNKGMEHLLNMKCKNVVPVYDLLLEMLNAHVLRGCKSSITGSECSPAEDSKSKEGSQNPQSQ
Plk1 PBD FP: inhibitors of human Plk1 polo box domain binding; P53350; Plk1 PBD phosphopeptide binding, fluorescence polarization; inhibition, %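 (tested at about 20 µM)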; hit rate 0.13% among 97,000; in the data active = inhibition above about 34%, passing the limit was not always enough
FAK inh: inhibitors of human focal adhesion kinase; inhibition, %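 (tested at 7 µM)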; hit rate 0.84% among 97,000; Q05397; AID 727; biochemical FAK kinase activity assay; in the data active = inhibition above about 19%;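 also: 0% = DMSO and 100% = reference compound high control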
Rev-RRE block: HIV Rev-RRE protein-RNA interaction inhibition; AID 704; Rev peptide-RRE RNA binding, FRET; P05866; hit rate 0.79% among 97,000; inhibition, % at 8 µM;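 active = inhibition above the screen-wide mean plus 3 SD, cut at about 35% in these data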;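 also: 0% = median DMSO wells and 100% = median Neomycin B control wells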
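assay system = Cy5-tagged RRE RNA duplex with fluorescein-tagged Rev peptide | incubation = 5 + 15 min at 25 °C | also added = labelled Rev peptide | measure = % inhibition of FRET ratio versus controls | benchmarks = DMSO wells as 0% and neomycin B wells as 100% inhibition | measured by = FRET fluorescence readout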
Mac1 fbg inh: CD11b/CD18-fibrinogen binding inhibition; P05107+P11215; inhibition, % at 10 µM; hit rate 0.54% among 93,000; K562 CD11b/CD18 adhesion to fibrinogen, ATPlite luminescence; Mn2+ added to activate the integrin;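 active = primary inhibition of 50% or more at 10 µM, then 40% or more on retest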; also: some results filed as inactive read as strong as hits
ERa SRC1 inh: ER-alpha (human) coactivator binding inhibition | P03372 | TR-FRET ER-alpha LBD / SRC-1 peptide, estradiol-bound | inhibition, % at 25.6 µM | hit rate 1.7% among 86,000; in the data active = inhibition above about 50%;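 also: 0% = receptor plus peptide control and 100% = peptide only without receptor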
The depositor's hits bear a star; · = no result given; [ ] = dose if it differs, or a comment.

PLK1 inh,CD11b adhes enh,ERa SRC1 pot,ERb SRC1 inh,Plk1 PBD FP,FAK inh,Rev-RRE block,Mac1 fbg inh,ERa SRC1 inh,SMILES
-12,-3,·,·,-24,1,6,8,·,Cn1cc([N+](=O)[O-])c(C(=O)Nc2ccn(Cc3c(F)c(F)cc(F)c3F)n2)n1
-7,·,·,·,5,3,-6,·,·,O=C(N/N=C/c1ccc(Sc2nc3ccccc3s2)c([N+](=O)[O-])c1)c1ccccn1
1,-3,122[fluorescence artefact?],-5[fluorescence artefact?],-17,1,7,-7,-5,CC(O)CCc1nc2ccc(C(=O)O)cc2[nH]1 (stereo not drawn)
-2,4,94,2,-7,3,8,41,1,CCc1cc2c(N[C@@H](C)C(=O)O)ncnc2s1
-7,3,112,-17[fluorescence artefact?],5,2,2,-19,-18,Cc1cccc(CN2CCN(C(=O)c3ccccc3F)CC2)c1
0,-6,105[fluorescence artefact?],-1[fluorescence artefact?],9,7,4,50*,-2,CN(CCCC(=O)Nc1ccncc1)S(=O)(=O)c1ccc(Cl)cc1
-6,·,·,·,-159,-5,123*[fluorescence artefact?],·,·,CCN(CC)c1ccc(/C=C/c2nc3ccccc3s2)cc1
4,-4,85,11,1,4,12,2,7[fluorescence artefact?],CCOc1ccc(NS(=O)(=O)c2ccc3c(c2)CCN3C(=O)C2CCC2)cc1
-5,0,120,-12,-4,-7,6,9,-9,CCOC(=O)N1CCN(C(=O)CN(Cc2ccc(Cl)cc2)S(=O)(=O)c2ccccc2)CC1
6,·,·,·,-3,-2,-3,·,·,O=c1cc(N2CCN(Cc3ccccc3)CC2)c(-c2ccccc2)n[nH]1
-17,·,118,2,1,0,15,·,3,COc1cccc(-c2cc(C(F)(F)F)nc(NCc3ccco3)n2)c1
-5,·,·,·,14,-2,2,·,·,C=C(C)[C@H]1CC=C(C)/C(=N/NC(=O)CNc2ccccc2OC)C1
·,-2,88,-4[fluorescence artefact?],·,·,·,-3,3,O=C(Nc1cccc2ccccc12)N1CCN(Cc2ccccc2)CC1
4,-3,100,-5,-30,-4,0,12,-5,Cn1cccc1Cc1nnc(SCC(=O)NCc2ccccc2)n1-c1ccc(F)cc1
-12,12,121,-4,18,0,5,-6,6,CC(C)CCNc1nc2c(cc1C#N)COC(C)(C)C2
·,-1,116[fluorescence artefact?],-1[fluorescence artefact?],·,·,·,3,11[fluorescence artefact?],OC(COc1ccc2ccccc2c1)CN1CCN(c2ccc(F)cc2)CC1 (stereo not drawn)
-8,-11,95,-6,-18,6,6,-6,-3,Cc1ccc(C)c(C(=O)CSc2n[nH]c(C)n2)c1
-22,-3,104,0,7,0,8,-3,-1,CCCCc1cc(=O)oc2c(CN3CCCC3)c(O)ccc12
3,-3,96,5,13,5,5,-7,2,COc1ccc(OC)c(NC(=O)Nc2ccccc2C)c1
-9,·,82,17,4,-1,4,·,39,O=S1(=O)CCC(NS(=O)(=O)/C=C/c2ccccc2)C1 (stereo not drawn)
-2,·,93,-10,-13,2,-5,·,-12,CCCOc1ccc(C(O)(CCC)CCN2CCCCC2)cc1 (stereo not drawn)
-5,-1,104,12,-8,0,6,4,6,Cc1cccc(C)c1NC(=O)CSc1nnc(-c2ccncc2)n1Cc1ccco1
-4,2,·,·,10,9,-5,-4,·,CC(/C=N\Nc1nnc2c(n1)[nH]c1c(C)cccc12)=C\c1ccco1
-6,0,122,4,3,-1,10,8,-8,Cn1c(=O)n(CC(=O)NCc2cccnc2)c2ccccc21
-11,-2,108,16,10,2,5,1,20,CCOC(=O)c1cnc2sccn2c1=O
11,·,108,-5,17,0,9,·,-4,O=C(O)CNc1nc(Cl)ccc1[N+](=O)[O-]
-8,-2,95,-2,6,-1,-1,12,0,CCOC(=O)C1CCN(C(=O)Nc2ccc(Cl)cc2)CC1
-3,·,102,-5,-2,3,7,·,-4,CCc1cccc(CC)c1NC(=O)CN1CC(C)SC1=NC1CCCCC1 (stereo not drawn)
-11,·,111,-29,-14,-2,9,·,-19,CCOCCOc1nc2c(c(=O)n(C)c(=O)n2C)n1CCc1ccccc1
21,-1,115,-9[fluorescence artefact?],24,7,3,-16,-5,O=C1CC(c2cccs2)CC2=C1C(c1ccccc1)n1ncnc1N2 (stereo not drawn)

Quoted at random: 2 entries already listed.
PLK1 inh,CD11b adhes enh,ERa SRC1 pot,ERb SRC1 inh,Plk1 PBD FP,FAK inh,Rev-RRE block,Mac1 fbg inh,ERa SRC1 inh,SMILES
-9,·,82,17,4,-1,4,·,39,O=S1(=O)CCC(NS(=O)(=O)/C=C/c2ccccc2)C1 (stereo not drawn)
-2,·,93,-10,-13,2,-5,·,-12,CCCOc1ccc(C(O)(CCC)CCN2CCCCC2)cc1 (stereo not drawn)

Going on with the list.
PLK1 inh,CD11b adhes enh,ERa SRC1 pot,ERb SRC1 inh,Plk1 PBD FP,FAK inh,Rev-RRE block,Mac1 fbg inh,ERa SRC1 inh,SMILES
-10,0,127,-5,-1,-1,-1,-4,0,COc1ccc(Cc2nnc(SCC(=O)NCC3CCCO3)o2)cc1 (stereo not drawn)
-4,2,132[fluorescence artefact?],1,-14,2,8,-5,5,Oc1ccccc1N=Cc1ccc[nH]1
-4,-1,115[fluorescence artefact?],-4,-5,-3,1,2,-1,CC1CCN(S(=O)(=O)c2ccc3c(c2)oc(=O)n3CC(=O)NCc2ccc3c(c2)OCO3)CC1
-6,75,·,·,-87,-1,105*[fluorescence artefact?],31,·,CCCSc1nnc(NC(=O)c2sc3nc(-c4cccs4)ccc3c2N)s1
-4,-4,93,10,20,-1,14,83,8,CCCCn1c(SCc2ccc(C(=O)OC)o2)nc2cc(S(N)(=O)=O)ccc21
-6,-4,98,-3,8,2,2,2,-9,O=C(Nc1ccc2c(c1)OCCO2)c1c(F)cccc1F
-7,1,100,-9,16,2,5,1,-7,O=C(NCc1ccccc1)c1ccc2c(=O)n(CCCN3CCCC3=O)c(=S)[nH]c2c1
-4,2,102,1[fluorescence artefact?],-9,-1,4,-9,-10,c1ccc(N2CCN(Cc3nnnn3C3CCCCC3)CC2)cc1
-7,·,102,-12,-18,-2,1,·,6,COc1cc2c(cc1OC)C1C/C(=N\O)C(CC(C)C)CN1CC2 (stereo not drawn)
-8,36,107[fluorescence artefact?],4[fluorescence artefact?],-199,-3,128*[fluorescence artefact?],4,-4[fluorescence artefact?],COc1ccc(C2C(C(C)=O)=C(C)N=c3s/c(=C\c4cc(C)n(C)c4C)c(=O)n32)c(OC)c1 (stereo not drawn)
-2,·,116,2[fluorescence artefact?],4,0,9,·,-11,COc1ccc(S(=O)(=O)N2CCCN(CC(=O)Nc3ccc4c(c3)OCO4)CC2)cc1
-5,-2,·,·,-14,1,0,3,·,COc1ccc(/C(O)=C/Sc2nnc(Cc3ccccc3)o2)cc1
-15,-4,·,·,-5,-11,10,-8,·,O=C(Nc1nccs1)c1cc2sccc2n1Cc1ccc(F)cc1
-17,-1,139,-14,-11,-1,5,3,-4,O=C(Cn1cc2c(n1)CCCC2)NC1CCN(Cc2ccccc2)CC1
19,-1,76,9,-13,0,7,16,7,Cc1nc2sc(-c3ccccc3)cc2c(=O)[nH]1

Some of the entries above in another layout.
Values in the order – PLK1 inh, CD11b adhes enh, ERa SRC1 pot, ERb SRC1 inh, Plk1 PBD FP, FAK inh, Rev-RRE block, Mac1 fbg inh, ERa SRC1 inh
> Oc1ccccc1N=Cc1ccc[nH]1
 : -4, 2, 132[fluorescence artefact?], 1, -14, 2, 8, -5, 5
> CC1CCN(S(=O)(=O)c2ccc3c(c2)oc(=O)n3CC(=O)NCc2ccc3c(c2)OCO3)CC1
 : -4, -1, 115[fluorescence artefact?], -4, -5, -3, 1, 2, -1

Continuation.
PLK1 inh,CD11b adhes enh,ERa SRC1 pot,ERb SRC1 inh,Plk1 PBD FP,FAK inh,Rev-RRE block,Mac1 fbg inh,ERa SRC1 inh,SMILES
-3,2,105,-12,4,-4,6,-7,1,Cc1ccc(C(=O)C2=C(O)C(=O)N(CCCn3ccnc3)C2c2ccc(OC(C)C)cc2)o1 (stereo not drawn)
-5,0,122,-4,9,-2,7,-2,3,COc1ccc(OCc2nnc(SC(C)C(=O)Nc3nccs3)n2-c2ccccc2)cc1 (stereo not drawn)
6,-2,100,5[fluorescence artefact?],18,1,4,-17,4,CCOC(=O)C1=C(C)NC(=O)NC1c1ccccc1OCc1c(F)cccc1Cl (stereo not drawn)
-9,1,93,-3,8,-1,0,15,-6,COc1ccc(-c2nnc(NC(=O)c3cc(C)on3)s2)cc1
-4,-1,95[fluorescence artefact?],3[fluorescence artefact?],15,5,3,-1,5,COC(=O)c1ccc(C)c(NS(=O)(=O)c2ccc(NC(C)=O)cc2)c1
0,-1,102,-1,21,6,16,13,5,Cc1cccc2[nH]c(-c3ccc(NC(=O)c4ccco4)cc3)nc12
1,1,103,4[fluorescence artefact?],-5,0,1,2,3[fluorescence artefact?],COc1cc2[nH]c(=O)n(CCC(=O)N3CC=C(c4ccccc4)CC3)c(=O)c2cc1OC
-2,·,·,·,-3,-1,21,·,·,Oc1ccc(/C=N/Nc2cc(N3CCCC3)nc(N3CCCC3)n2)cc1
-14,-4,97,5,11,3,10,-2,9,Cc1ccc(S(=O)(=O)NCC(=O)OCC(=O)N2CCc3ccccc32)cc1
-5,·,88[fluorescence artefact?],-8[fluorescence artefact?],5,0,-4,·,-1[fluorescence artefact?],S=c1[nH]nc(-c2cc3ccccc3o2)n1Cc1ccccc1
-13,2,81[fluorescence artefact?],-10,6,-2,3,-25,1,CCc1c(O)nc(SCC(=O)Nc2ccccc2)n(C(C)CC)c1=O (stereo not drawn)
9,-3,88,15,-8,-3,7,9,7[fluorescence artefact?],Cc1cccc(-n2ccnc2SCC(=O)Nc2nnc(C)s2)c1
-8,0,102,-2,-23,2,5,-19,-8,COc1nc(OCC#N)nc(N(C)C)n1
1,6,·,·,-16,-1,11,-7,·,CSc1nc(Cc2ccc(Cl)cc2)nc2ccccc12
·,7,103,12,·,·,·,-8,6,CCCCNC(=O)COC(=O)c1cc2c(C)nn(-c3ccccc3)c2s1
-13,-4,·,·,-13,-2,2,2,·,COc1ccc(NC(=O)Cn2c(=O)n(CC(=O)NCc3ccco3)c(=O)c3ccccc32)cc1OC
-9,-1,·,·,7,2,2,8,·,O=C1C2C3C=CC(C2C(=O)N1CCCO)C1C2C(=O)N(CCCO)C(=O)C2C31 (stereo not drawn)
-16,0,112,13,-23,-3,1,-24,-2,CCOC(=O)CSc1nnc(CNC(=O)Cc2ccccc2)n1-c1ccccc1OC
-12,-1,104,3,13,3,6,-13,-1,Cc1nc(NC(=O)CSc2ccccc2N)sc1C
-6,-3,·,·,-8,-1,11,7,·,CN1CCN(C(=S)NC(=O)/C=C/c2ccccc2)CC1
-8,0,96,-21,-23,-2,1,9,-24,COc1ccc(OCC(O)CNc2ccc(Br)cc2)cc1 (stereo not drawn)
-9,·,119[fluorescence artefact?],-9,21,2,5,·,-6,CCCN(C(=O)c1ccco1)c1nnc(-c2ccncc2)s1
-11,-1,·,·,17,-1,1,-3,·,Cc1csc(=NC(=O)c2ccccc2)n1CCO
-34,0,102,-1,3,0,16,9,-9,CCCCN(CCCC)Cc1cc2ccccc2c2c1COC2
-7,-1,104,11,-42,-3,7,-14,3,Cc1nc(COC(=O)c2ccc(CO)cc2)cs1
-8,5,108,-5[fluorescence artefact?],1,2,10,-2,-7,CCC1CCCCN1C(=O)Nc1ccc(F)cc1 (stereo not drawn)
-6,-4,105,-4,3,-1,7,-26,-2,CCCc1cc(=O)[nH]c(SCC(=O)C(C)(C)C)n1

Part of the list above with just Mac1 fbg inh, CD11b adhes enh and ERa SRC1 pot.
| smiles | Mac1 fbg inh | CD11b adhes enh | ERa SRC1 pot |
| --- | --- | --- | --- |
| O=C(O)CNc1nc(Cl)ccc1[N+](=O)[O-] | · | · | 108 |
| O=C(NCc1ccccc1)c1ccc2c(=O)n(CCCN3CCCC3=O)c(=S)[nH]c2c1 | 1 | 1 | 100 |
